# Screening results deposited in PubChem by The Scripps Research Institute Molecular Screening Center.
# LYPLA2 inh: LYPLA2 inhibitors, primary screen, counter-screen for PME1 inhibitor project, biochemical, fluorescence polarization, FP-Rh probe ABPP; Acyl-protein thioesterase 2 (Homo sapiens), O95372; recombinant LYPLA2; inhibition, % at 5.9 µM; 0.38% of 320,000 active;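 active means inhibition above the screen-wide mean plus 3 SD, limit set per campaign, cut at about 26% in these data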;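 further: 0% = LYPLA2 with DMSO and 100% = wells lacking LYPLA2 enzyme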
# PREPL inh: PREPL enzyme inhibitors, primary screen, biochemical, fluorescence polarization | inhibition, % at 5.96 µM | recombinant PREPL, fluorescence polarization activity-based probe | 0.68% of 320,000 active | Prolyl endopeptidase-like (Homo sapiens), Q4J6C6; in the data active means inhibition above about 43%;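 further: 0% = enzyme with DMSO and 100% = wells lacking enzyme; many of its hits are not listed in these tables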
# PAFAH1B3 FP inh: PAFAH1B3 enzyme inhibitors, primary screen, biochemical, fluorescence polarization, human; recombinant PAFAH1B3, FP-rhodamine probe; inhibition, % at 3.39 µM; 0.28% of 340,000 active; AID 492972, 2010;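 active means inhibition above the screen-wide average of all tested compounds plus 3 SD, cut at about 25% in these data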;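 further: 0% = enzyme with DMSO only and 100% = wells lacking PAFAH1B3 protein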
# Target sequence (Q15102 whole entry, looked up): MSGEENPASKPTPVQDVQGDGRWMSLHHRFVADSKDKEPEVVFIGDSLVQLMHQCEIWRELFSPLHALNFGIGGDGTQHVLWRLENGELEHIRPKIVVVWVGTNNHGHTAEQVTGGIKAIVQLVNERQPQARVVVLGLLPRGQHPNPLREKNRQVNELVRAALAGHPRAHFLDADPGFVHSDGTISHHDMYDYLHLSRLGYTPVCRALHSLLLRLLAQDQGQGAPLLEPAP
# EBNA-1 inh: EBNA-1 DNA-binding inhibitors, primary screen, biochemical, fluorescence polarization; AID 1950, 2009; 0.34% of 300,000 active; inhibition, % at 14.8 µM; in the data active means inhibition above about 28%
# ZTA DNA inh: counter-screen for EBNA-1 inhibitors: inhibitors of Epstein-Barr virus ZTA. P03206. ZTA-DNA binding, fluorescence polarization. inhibition, % at 11 µM. 0.15% of 320,000 active. AID 2234; in the data active means inhibition above about 33%
# Target sequence (P03206 whole entry, looked up): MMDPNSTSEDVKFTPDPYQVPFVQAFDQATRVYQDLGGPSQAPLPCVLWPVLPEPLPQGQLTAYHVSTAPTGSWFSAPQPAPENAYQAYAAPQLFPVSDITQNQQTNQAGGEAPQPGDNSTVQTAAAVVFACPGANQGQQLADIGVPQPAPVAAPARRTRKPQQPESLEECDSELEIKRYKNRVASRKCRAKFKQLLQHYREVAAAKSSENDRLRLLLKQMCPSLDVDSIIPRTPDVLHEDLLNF
# LYPLA1 counter: LYPLA1 inhibitors, primary screen, counter-screen for PME1 inhibitor project, biochemical, fluorescence polarization, FP-Rh probe ABPP; 0.16% of 320,000 active; recombinant LYPLA1; inhibition, % at 5.9 µM;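 active means inhibition above the mean of all tested compounds plus 3 SD, set per campaign, cut at about 14% in these data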;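 further: inhibitors block serine hydrolase probe labeling of LYPLA1 so polarization falls; 0% = enzyme with DMSO and 100% = wells lacking LYPLA1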
# Target sequence (O75608 whole entry, looked up): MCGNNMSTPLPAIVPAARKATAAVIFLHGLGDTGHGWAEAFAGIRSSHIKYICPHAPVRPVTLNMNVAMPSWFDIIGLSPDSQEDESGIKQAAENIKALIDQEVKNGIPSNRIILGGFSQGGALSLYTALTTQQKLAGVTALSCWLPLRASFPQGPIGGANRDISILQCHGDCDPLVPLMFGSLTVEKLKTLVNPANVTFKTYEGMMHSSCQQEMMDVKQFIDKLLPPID
# PAFAH2 FP inh: PAFAH2 enzyme inhibitors, primary screen, biochemical, fluorescence polarization, human; Platelet-activating factor acetylhydrolase 2, cytoplasmic (Homo sapiens), Q99487; 0.99% of 340,000 active; AID 492956, 2010; recombinant PAFAH2, FP-rhodamine activity probe; inhibition, % at 3.39 µM;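 active means inhibition above the mean over all tested compounds plus 3 SD, cut at about 30% in these data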;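 further: inhibitors block probe labeling of enzyme so polarization drops; 0% = enzyme with DMSO and 100% = wells lacking PAFAH2 protein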
# GSTO1 inh: inhibitors of recombinant GSTO1, primary screen, counter-screen for RBBP9 inhibitor project, biochemical, fluorescence polarization; inhibition, % at 5.96 µM; 1.1% of 300,000 active; Glutathione S-transferase omega-1 (Homo sapiens), P78417; activity-based probe fluorescence polarization;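 active means inhibition above the campaign mean inhibition plus 3 SD, cut at about 35% in these data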;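 further: 0% = GSTO1-1 with DMSO and 100% = wells lacking GSTO1-1 enzyme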
# Target sequence (P78417 whole entry, looked up): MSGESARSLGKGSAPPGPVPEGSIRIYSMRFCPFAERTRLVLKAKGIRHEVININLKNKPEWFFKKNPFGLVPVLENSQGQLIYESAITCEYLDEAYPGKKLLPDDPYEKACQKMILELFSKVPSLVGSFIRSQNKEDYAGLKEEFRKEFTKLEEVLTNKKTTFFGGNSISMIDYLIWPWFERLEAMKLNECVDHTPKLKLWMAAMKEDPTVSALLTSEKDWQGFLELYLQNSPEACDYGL
# PAD4 FP inh: human PAD4 inhibitors, primary screen, biochemical, fluorescence polarization, 1536-well format; Protein-arginine deiminase type-4 (Homo sapiens), Q9UM07; recombinant PAD4, RCA probe fluorescence polarization; inhibition, % at 6.36 µM; 0.41% of 330,000 active;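 active means percent inhibition above a cutoff equal to the mean of all tested compounds plus 3 SD, cut at about 15% in these data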;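 further: 0% = PAD4 with RCA probe and DMSO and 100% = probe without PAD4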
# An asterisk follows results filed as active; x = no result given.
# The first 7 compounds, ahead of the listing:
SMILES,LYPLA2 inh,PREPL inh,PAFAH1B3 FP inh,EBNA-1 inh,ZTA DNA inh,LYPLA1 counter,PAFAH2 FP inh,GSTO1 inh,PAD4 FP inh
O=C(c1ccccc1)n1ccc(-c2cnc(-c3ccccc3)s2)n1,4,-16,2,-11,-5,0,11,8,-4
Cc1cc(N2CCCCC2)ccc1[N+](=O)[O-],4,-10,7,3,10,-3,5,-1,4
COc1ccc(Br)cc1CN(C)C(=O)Cc1ccc(S(=O)(=O)N2CCOCC2)s1,0,0,16,7,-8,-1,7,-4,2
Cc1ccnc(NS(=O)(=O)c2cccs2)c1,-1,-1,1,1,9,1,8,4,-2
COc1ccc(C)cc1NC(=O)CNc1ccccc1CN(C)C1CCCCC1,-2,-7,3,3,11,-1,5,1,0
COc1ccc(CCN2C(=S)N(c3ccccc3)C(=O)C2CC(=O)O)cc1OC (stereo not drawn),0,-6,-1,6,-3,-1,3,6,-2
CC(CN1C(C)CCCC1C)OC(=O)c1ccccc1Cl (stereo not drawn),9,9,2,1,12,0,3,8,0

# All compounds of this part, repeating the preview:
SMILES,LYPLA2 inh,PREPL inh,PAFAH1B3 FP inh,EBNA-1 inh,ZTA DNA inh,LYPLA1 counter,PAFAH2 FP inh,GSTO1 inh,PAD4 FP inh
O=C(c1ccccc1)n1ccc(-c2cnc(-c3ccccc3)s2)n1,4,-16,2,-11,-5,0,11,8,-4
Cc1cc(N2CCCCC2)ccc1[N+](=O)[O-],4,-10,7,3,10,-3,5,-1,4
COc1ccc(Br)cc1CN(C)C(=O)Cc1ccc(S(=O)(=O)N2CCOCC2)s1,0,0,16,7,-8,-1,7,-4,2
Cc1ccnc(NS(=O)(=O)c2cccs2)c1,-1,-1,1,1,9,1,8,4,-2
COc1ccc(C)cc1NC(=O)CNc1ccccc1CN(C)C1CCCCC1,-2,-7,3,3,11,-1,5,1,0
COc1ccc(CCN2C(=S)N(c3ccccc3)C(=O)C2CC(=O)O)cc1OC (stereo not drawn),0,-6,-1,6,-3,-1,3,6,-2
CC(CN1C(C)CCCC1C)OC(=O)c1ccccc1Cl (stereo not drawn),9,9,2,1,12,0,3,8,0
Cc1ccc(NC(=O)COC(=O)C2=COCCO2)c([N+](=O)[O-])c1,-5,7,6,1,8,-2,3,-1,0
O=C(Cc1ccc(S(=O)(=O)N2CCOCC2)s1)OCc1ccc(Cl)cc1,4,14,-1,x,5,-2,-1,x,-1
Cc1cccc(NC(=O)c2ccc([N+](=O)[O-])s2)n1,-8,6,3,-7,4,-4,-1,18,-2
COc1cccc(NC(=O)C2C3C=CC4(O3)C2C(=O)N(C2CC2)C4C(=O)NC2CCCCC2C)c1 (stereo not drawn),-3,3,-9,-7,12,1,-6,-11,0
CCOc1ccc(NC(=S)NN2CCN(C)CC2)cc1,-6,8,7,1,13,1,3,-4,-2
O=C(Nc1ccsc1C(=O)NC1CCCCC1)c1ccc(F)cc1,3,-1,-2,-3,10,2,0,7,1
CCC1(c2ccccc2)NC(=O)N(CC(=O)Nc2ccccc2C(=O)NC2CCCC2)C1=O (stereo not drawn),4,2,5,-11,-2,1,-3,8,-3
Cc1cccc2cc(CN(CCc3ccccc3)C(=O)N3CCOCC3)c3nnnn3c12,-5,0,-11,0,-7,-1,-2,1,-2
COc1cccc(-c2nnc(-c3ccc(C)o3)o2)c1,-2,-3,3,8,16,-6,1,4,-2
CCOc1ccc(-c2csc(NC(=O)CSCC(=O)O)n2)c2ccccc12,1,13,3,5,-3,-3,9,15,-1
COc1ccc(C(=O)C[n+]2cccc(Br)c2)cc1,5,16,4,-16,-19,3,-3,4,-4
O=C(c1ccc(S(=O)(=O)Nc2ccc(F)cc2)cc1)N1CCN(c2ccccn2)CC1,2,4,1,-2,6,0,-1,2,-1
O=C1CC2(CCN(C(=O)c3c(F)cccc3F)CC2)Oc2ccccc21,1,16,12,-6,-12,-1,2,-4,-3

# Profiles from above:
# Profile of O=C(Cc1ccc(S(=O)(=O)N2CCOCC2)s1)OCc1ccc(Cl)cc1 → LYPLA2 inh: 4; PREPL inh: 14; PAFAH1B3 FP inh: -1; EBNA-1 inh: x; ZTA DNA inh: 5; LYPLA1 counter: -2; PAFAH2 FP inh: -1; GSTO1 inh: x; PAD4 FP inh: -1
# Profile of CCC1(c2ccccc2)NC(=O)N(CC(=O)Nc2ccccc2C(=O)NC2CCCC2)C1=O (stereo not drawn) → LYPLA2 inh: 4; PREPL inh: 2; PAFAH1B3 FP inh: 5; EBNA-1 inh: -11; ZTA DNA inh: -2; LYPLA1 counter: 1; PAFAH2 FP inh: -3; GSTO1 inh: 8; PAD4 FP inh: -3

# Three entries already listed, sorted by the number in PREPL inh, high to low:
Molecule	PREPL inh	PAFAH1B3 FP inh	EBNA-1 inh	PAFAH2 FP inh	PAD4 FP inh
CC(CN1C(C)CCCC1C)OC(=O)c1ccccc1Cl (stereo not drawn)	9	2	1	3	0
COc1cccc(NC(=O)C2C3C=CC4(O3)C2C(=O)N(C2CC2)C4C(=O)NC2CCCCC2C)c1 (stereo not drawn)	3	-9	-7	-6	0
O=C(Nc1ccsc1C(=O)NC1CCCCC1)c1ccc(F)cc1	-1	-2	-3	0	1

# (continued)
SMILES,LYPLA2 inh,PREPL inh,PAFAH1B3 FP inh,EBNA-1 inh,ZTA DNA inh,LYPLA1 counter,PAFAH2 FP inh,GSTO1 inh,PAD4 FP inh
CC(=O)NCc1cccc(CNC(C)=O)n1,9,10,3,-5,7,-3,-4,-4,-4
O=C(CCN1C(=O)/C(=C/c2ccccc2F)SC1=S)NCCc1ccc(O)cc1,-6,19,-1,-6,5,0,-6,3,-5
Cc1cc(C)c(C#N)c(SCc2ccccc2C)n1,7,8,-3,6,0,-4,-3,7,-2
CCCSc1nnc(NC(=O)Nc2ccc(C)cc2)s1,0,8,x,4,-5,-1,x,1,2
COc1ccc(NC(=O)NCc2ccco2)c(OC)c1,8,11,5,0,-6,5,9,7,-2
CN(CCCNC(=O)CCC(=O)N1CCOc2ccccc21)Cc1ccccc1,-1,-1,6,-16,13,0,-4,-1,-3
Cc1ccc(C)c(N2CCN(C(=O)CCS(=O)(=O)c3ccc4c(c3)oc(=O)n4C)CC2)c1,-5,10,8,0,-3,0,7,4,-6
CC(=O)Nc1ccc(-c2nnc(SCC(=O)c3ccc4c(c3)Cc3ccccc3-4)n2C)cc1,-46,-21,-23,-3,0,-25,-42,-9,-3
COc1cc(C(=O)NC(C)c2ccc3ccccc3c2)cc(Cl)c1O (stereo not drawn),-6,13,-1,7,10,-4,0,-19,-1
CC(C(=O)N1CCN(c2ccc(Cl)cc2)CC1)c1ncc(C(F)(F)F)cc1Cl (stereo not drawn),-7,39,8,-4,9,-3,-1,-3,0
CCOC(=O)c1ccc(NC(=O)C2CC(=O)N=C(N)S2)cc1 (stereo not drawn),-1,-7,9,3,-13,-2,-9,6,-1
Cc1ccc(N2C(=O)CC(Nc3cccc4ccccc34)C2=O)cc1 (stereo not drawn),2,17,15,-7,-25,0,1,15,-1
Fc1ccc(C2=CC(c3cccs3)n3nnnc3N2)cc1 (stereo not drawn),-3,-84,4,1,-13,0,2,3,2
CC1CCCCN1CCNC(=O)C1CCCN(c2ncnc3c2nc2n3CCCCC2)C1 (stereo not drawn),3,4,3,-4,1,-1,-3,6,3
Cc1cccc(NC(=O)c2ccc(Cl)c(S(=O)(=O)N3CCc4ccccc43)c2)n1,-29,-5,-3,x,-10,-13,-11,x,-4
Cc1oc(-c2ccc(Cl)cc2)nc1CS(=O)CC(=O)NCCCN(C)C1CCCCC1 (stereo not drawn),12,57*,8,-1,-17,4,-9,-1,-4
Cc1cccc(C(=O)N/C(=C\c2ccco2)C(=O)N2CCCCCC2)c1,8,12,0,7,10,4,7,2,0
O=C(NCC(=O)N1CCN(S(=O)(=O)c2cccs2)CC1)c1ccc(Cl)cc1,0,-17,2,-4,-3,-1,12,0,-3
CC1Nc2nc(NC(=O)C(C)(C)C)[nH]c(=O)c2N(C)C1C (stereo not drawn),-2,-4,5,-5,5,-1,3,5,-1
Cc1cc(/C=C2/C(=O)NN(c3ccccc3)C2=O)c(C)n1-c1cccc(O)c1,-6,4,7,0,7,-7,15,2,-1
CN(C)CCCOC(=O)c1ccc(Cl)cc1Cl,7,14,9,14,-4,6,8,4,0
C(=N\Nc1nc2ccccc2s1)/c1ccc2c(c1)OCO2,4,26,0,-11,0,-1,-7,5,2
N#Cc1cc2c(=O)n3ccccc3nc2n(CCCN2CCOCC2)c1=O,1,3,7,10,-6,-4,-8,1,2
C/C(CC(=O)Nc1ccc(N(C)C)cc1)=N\NC(=O)c1ccccn1,-10,7,11,-8,2,-3,5,4,-8
COC(=O)c1sc(OC)cc1OCc1ccc(C)cc1,7,-3,2,8,-9,2,4,8,3
CN(C)C(=O)CCc1nc(-c2ccc(C(C)(C)C)cc2)no1,6,2,2,7,11,0,-6,3,4
COc1ccc(-c2csc(NC(=O)c3ccccc3F)c2C(=O)O)cc1,5,-7,6,-1,11,4,6,-10,0
Cc1nn(C)c(C)c1/C=N/O,-2,5,5,-12,12,1,10,-3,-4
COc1cc([N+](=O)[O-])ccc1NC(=O)NCCCN1CCCC1=O,-7,-3,-2,-3,-2,-1,-4,2,0
CCC(=O)c1ccc(NC(C)=O)cc1O,-1,0,8,-2,-2,0,3,9,-2
CCN(C(=O)CSc1nc(C)nc2sc(C)c(C)c12)c1ccc(F)cc1,0,-2,-1,x,-12,2,1,x,-1
O=C(Nc1cccc(-c2nnc(-c3ccccc3)o2)c1)C1CC1,2,0,2,-17,0,-1,-6,-17,-12
COc1ccccc1N1CCN(C(=O)CN(c2ccccc2OC)S(=O)(=O)c2ccccc2)CC1,10,6,1,2,-4,3,12,0,-2
COc1cc2c(cc1OC)CN(S(C)(=O)=O)CC2,-1,-2,0,-8,-4,0,4,-5,7
C#CCNC(=O)/C=C/c1ccc(OC)cc1,0,5,9,-5,14,-3,7,2,0
COC(=O)c1sccc1NC(=S)OC,-1,2,5,-15,10,4,-2,2,1
O=C(C1CC(c2ccccc2O)=NO1)N1CCCC1 (stereo not drawn),2,15,10,1,-17,-1,8,10,2
Cc1ccsc1C(=O)OCC(=O)Nc1nnc(-c2ccccc2)o1,-6,14,7,0,-5,2,3,19,-8
CCOC(=O)C1=C(COC(=O)CSc2ccc(C)cc2)NC(=O)NC1C (stereo not drawn),7,4,12,x,2,-1,13,x,-13
CCn1ccnc1CNC(=O)c1ccc2oc(C(C)C)nc2c1,6,9,3,-2,1,4,8,5,2

# Only part of the results is shown, so the mix of outcomes need not match the whole.
